Source: PubChem (National Center for Advancing Translational Sciences (NCATS))
Pf growth 96h = P. falciparum growth inhibition at 96 hour, primary screen for plastid delayed-death inhibitors; P. falciparum luciferase reporter growth, 96 h; Potency, µM (titrated, usually from 28.7 µM), inactives show at the highest dose activity change, negative = inhibition, actives largely listed as inhibitors; 6.9% of 320,000 active; AID 504834; note: potency is the fitted concentration of half-maximal effect; % is set by controls: 0 for no effect and ±100 for the full control effect
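Cell-based qHTS: luciferase-tagged P. falciparum in erythrocytes (2% hematocrit, 0.05% parasitemia final) incubated with compounds for 96 hours, 37 C, 5% CO2; luciferase detection reagent then added and luminescence measured.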
Giardia FBPA inh = inhibitors of Giardia lamblia fructose-1,6-bisphosphate aldolase; purified Giardia FBPA; Potency, µM (highest dose often 59.6 µM), for inactives: top-dose activity, negative = inhibition, most hits filed as inhibitors; 0.71% of 290,000 active; AID 2451; note: potency is the fitted concentration of half-maximal effect; % is set by controls: 0 for no effect and ±100 for the full control effect; nearly all actives have a fitted effect of over 55% in size
Target sequence (A8B2U2 whole entry, looked up): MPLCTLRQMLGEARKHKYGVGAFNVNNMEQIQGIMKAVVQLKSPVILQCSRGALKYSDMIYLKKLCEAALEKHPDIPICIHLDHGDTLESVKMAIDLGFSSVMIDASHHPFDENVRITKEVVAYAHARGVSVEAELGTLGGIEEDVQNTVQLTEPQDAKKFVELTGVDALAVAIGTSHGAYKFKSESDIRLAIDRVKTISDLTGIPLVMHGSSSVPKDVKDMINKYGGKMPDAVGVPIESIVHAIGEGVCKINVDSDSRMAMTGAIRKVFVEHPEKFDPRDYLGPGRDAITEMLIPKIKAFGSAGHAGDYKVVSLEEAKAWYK
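Giardia FBPA (40 nM reagent) was preincubated 10 min at RT with compound (up to 57.5 uM final), then substrate plus GAPDH/TPI/NAD/arsenate coupling system with diaphorase/resazurin was added; resorufin fluorescence (525/598 nm) was read after 20 min.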
Shiga inhibitor = inhibitors of Shiga toxin in Vero cells; Vero cells, Shiga toxin protein synthesis inhibition reporter; inhibition, % at 38.7 µM; 9.2% of 290,000 active; AID 2315; in the data active = inhibition mostly above about 28%, no sharp cut-off; inactive = mostly below about 43%; note: 0% is about no effect
HCV inhibitor = inhibitors of hepatitis C virus infection; 3.4% of 340,000 active; Potency, µM (highest dose often 41.8 µM), inactives show top-dose activity change, negative = inhibition, usual class: inhibitors; AID 651820; Huh7.5.1 HCVcc-Cre infection, luciferase reporter, 44 h; note: potency is the fitted concentration of half-maximal effect; % is set by controls: 0 for no effect and ±100 for the full control effect
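1,000 cells/well; 4 h culture; + compound; + HCVcc-Cre (~0.5 moi); 44 h; luciferase substrate, RT 15 min; read 15 sec.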
CHX counter = counter-screen for Shiga toxin inhibitors: cycloheximide protein synthesis inhibition; cell reporter, cycloheximide protein synthesis inhibition counterscreen; 12% of 300,000 active; max response, %; in the data active = max response mostly above about 13%, no sharp cut-off; inactive = mostly below about 14%; note: read at 38.3 µM for the half of the compounds with a filed dose; 0% is about no effect
Pf growth 48h = P. falciparum growth inhibition at 48 hours (one generation); P. falciparum luciferase growth in erythrocytes, 48 h; Potency, µM (doses to about 28.7 µM), without a hit: at the highest dose activity change, negative = inhibition, hits mostly inhibitors; 5.9% of 310,000 active; AID 504832; note: potency is the fitted concentration of half-maximal effect; % is set by controls: 0 for no effect and ±100 for the full control effect
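In quantitative HTS format, infected erythrocytes bearing luciferase-reporter parasites were treated for a single generation at 37 C. Luminescence after adding detection reagent served as the growth measure.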
Active calls of the source: *; ? = inconclusive; / = not tested or not shown; & = joins results of further samples; [ ] = another dose, or the depositor's remark. Unless noted, calls come from the whole dose curve; as a rule, active = well fitted curve in the direction sought with a large enough effect; inconclusive = small, poorly fitted or top-dose-only effect, or another doubt; inactive = no such curve, though single readings can be large; an effect the other way counts as inactive or inconclusive.

| SMILES | HCV inhibitor | Pf growth 96h | Shiga inhibitor | Pf growth 48h | Giardia FBPA inh | CHX counter |
| --- | --- | --- | --- | --- | --- | --- |
| COC1OC(CO)C(O)C(O)C1O (stereo unspecified) | 27% | -3% | -5 | 4% | 8% | -2 |
| COc1ccc(Nc2nc(-c3c[nH]c4ccccc34)cs2)cc1 | ? | -100% | 67 | ? | -3% | 32* |
| O=C(Nc1ccc(Cl)cc1)Nc1ccc(S(=O)(=O)Nc2ncccn2)cc1 | 14% | 32%[activator] | -7 | -28% | 16% | -4 |
| Cc1cc(OCc2ccccc2)ccc1/C(O)=C1/C(=O)C(=O)N(Cc2cccnc2)C1c1ccncc1 (stereo unspecified) | 24% | 23% | 12 | 11% | ? | 9 |
| CC(=O)Nc1cc2cc(NS(=O)(=O)c3ccc(C)cc3)ccc2oc1=O | 11% | 14% | -20 | 1% | -1% | -2 |
| OCc1ccccc1OCCCOc1cccc2cccnc12 | -8% | ? | 53* | 22% | -4% | 26* |
| CCS(=O)CCSc1nc2ccccc2s1 (stereo unspecified) | 11% | -7% | 121* | 127%[activator] | 4% | 32* |
| CCN1C/C(=C/c2cccs2)c2nc3ccccc3c(C(=O)O)c2C1 | 18% | 0% | -6 | -15% | ? | 1 |
| COc1ccc(OCC(=O)NCCCn2ccnc2)cc1 | 25% | 1% | 19 | 27% | -7% | -1 |
| CN(C)/C=N/c1ncc(C(=O)c2ccc(-c3ccccc3)cc2)s1 | 11µM* | 33%[activator] | 24 | 33%[activator] | 0% | 19 |
| O=C(c1ccc(F)cc1)N1CCCC(c2ccccc2)C1 (stereo unspecified) | 5% | ? | 11 | 2% | 11% | -3 |
| Cc1ccc(CNCCc2ccccc2F)cc1 | 0% | 58%[activator] | 40 | 10% | 0% | 14* |

| SMILES | HCV inhibitor | Pf growth 96h | Shiga inhibitor | Pf growth 48h | Giardia FBPA inh | CHX counter |
| --- | --- | --- | --- | --- | --- | --- |
| Cc1cc2cc(CCNC(=O)c3cccs3)c(=O)[nH]c2cc1C | -20% | -15% | 54* | 70%[activator] | 4% | 31* |
| COCCOC(=O)/C=C1/NC(=O)CS1 | -4% | ? | -13 | 8% | 0% | 1 |
| COC(=O)N/N=C/c1cc(Cl)c(OCc2ccccc2F)c(OC)c1 | ? | -31% | 31 | ? | -9% | 24 |
| CC(C)c1nc2cc3ccccc3cc2[nH]1 | ? | -15% | 40 | 58%[activator] | -8% | 16 |
| Clc1cc(Cl)cc(CSc2nnc(-c3sccc3-n3cccc3)o2)c1 | -23% | ? | -14 | -28% | 0% | -3 |
| Cc1cc(C)nc(NCCC(=O)O)n1 | 8% | -20% | -2 | 15% | 2% | -2 |
| Cc1ccccc1NC(=O)CN1C(=O)c2ccccc2C1=O | 15% | 36% | / | 5% | -7% | 1 |
| CCCNc1nc(-c2cc(-c3ccc(Cl)cc3)on2)cc(C(C)C)n1 | 15% | 42%[activator] | -4 | 16% | 2% | -3 |
| CC(=O)Oc1ccc(C(=O)Nc2cccc(C(=O)c3cccc(NC(=O)c4ccc(OC(C)=O)cc4)c3)c2)cc1 | ? | 24% | -9 | -20% | 1% | 1 |
| Cc1ccc(S(=O)(=O)Cc2nnnn2-c2ccccc2)cc1 | 6% | 6.6µM* | -6 | -4% | -6% | -4 |
| Cc1c(/C(O)=C2\C(=O)C(=O)N(CCN(C)C)C2c2cccs2)cnn1-c1ccccc1 (stereo unspecified) | 9% | 13µM* | 16 | 8% | -14% | 19* |
| Cc1cccc(NC(=O)c2nc[nH]c2C(=O)Nc2ccccc2[N+](=O)[O-])c1 | 9% | 19% | -12 | 8% | -7% | -5 |

Part of the list above in order of heavy-atom count, lowest first.
| SMILES | HCV inhibitor | Pf growth 96h | Shiga inhibitor | Pf growth 48h | Giardia FBPA inh | CHX counter |
| --- | --- | --- | --- | --- | --- | --- |
| COC1OC(CO)C(O)C(O)C1O (stereo unspecified) | 27% | -3% | -5 | 4% | 8% | -2 |
| Cc1cc(C)nc(NCCC(=O)O)n1 | 8% | -20% | -2 | 15% | 2% | -2 |
| CC(C)c1nc2cc3ccccc3cc2[nH]1 | ? | -15% | 40 | 58%[activator] | -8% | 16 |
| Cc1ccc(CNCCc2ccccc2F)cc1 | 0% | 58%[activator] | 40 | 10% | 0% | 14* |
| O=C(c1ccc(F)cc1)N1CCCC(c2ccccc2)C1 (stereo unspecified) | 5% | ? | 11 | 2% | 11% | -3 |
| Cc1ccccc1NC(=O)CN1C(=O)c2ccccc2C1=O | 15% | 36% | / | 5% | -7% | 1 |
| OCc1ccccc1OCCCOc1cccc2cccnc12 | -8% | ? | 53* | 22% | -4% | 26* |
| CN(C)/C=N/c1ncc(C(=O)c2ccc(-c3ccccc3)cc2)s1 | 11µM* | 33%[activator] | 24 | 33%[activator] | 0% | 19 |
| COC(=O)N/N=C/c1cc(Cl)c(OCc2ccccc2F)c(OC)c1 | ? | -31% | 31 | ? | -9% | 24 |
| CC(=O)Nc1cc2cc(NS(=O)(=O)c3ccc(C)cc3)ccc2oc1=O | 11% | 14% | -20 | 1% | -1% | -2 |
| O=C(Nc1ccc(Cl)cc1)Nc1ccc(S(=O)(=O)Nc2ncccn2)cc1 | 14% | 32%[activator] | -7 | -28% | 16% | -4 |
| Cc1cc(OCc2ccccc2)ccc1/C(O)=C1/C(=O)C(=O)N(Cc2cccnc2)C1c1ccncc1 (stereo unspecified) | 24% | 23% | 12 | 11% | ? | 9 |
| CC(=O)Oc1ccc(C(=O)Nc2cccc(C(=O)c3cccc(NC(=O)c4ccc(OC(C)=O)cc4)c3)c2)cc1 | ? | 24% | -9 | -20% | 1% | 1 |

More records
| SMILES | HCV inhibitor | Pf growth 96h | Shiga inhibitor | Pf growth 48h | Giardia FBPA inh | CHX counter |
| --- | --- | --- | --- | --- | --- | --- |
| Cc1csc2ncc(C(=O)NCCC(c3ccccc3)c3ccccc3)c(=O)n12 | 7% | 11% | -3 | -18% | -1% | 2 |
| Cn1c(=O)c2c(nc(CO)n2C)n(C)c1=O | 4% | 66%[activator] | -8 | 2% | 0% | -5 |
| CC(=O)c1ccc(S(=O)(=O)Nc2ccc(C(=O)NCCCn3ccnc3)cc2)cc1 | -4% | ? | / | ? | / | / |
| CCCn1c(N)c(C(=O)CSc2ncn[nH]2)c(=O)n(C)c1=O | -1% | -1% | / | -9% | / | / |
| Cc1cnc(NC(=O)CSc2nc3ccccc3s2)s1 | 13% | 205%[activator] | 0 | / | -1% | 15 |
| Cc1cc(-c2ccccc2)cc(-c2ccccc2)[n+]1CCc1ccccc1 | ? | 0.52µM* | / | 0.47µM* | / | / |
| CC(C(=O)N1CCCCC1)n1ncn2cccc2c1=O (stereo unspecified) | 9% | 1% | 22 | 2% | 1% | -5 |
| CCCCOC(=O)c1cccnc1 | 14% | ? | -4 | ? | 7% | -1 |
| O=C1CCC/C(=N\NC(=O)COc2ccc(Cl)cc2)C1 | 7% | ? | -13 | ? | 1% | -3 |
| Cn1c(SCC(=O)NC2CCCCCC2)nnc1-c1ccco1 | 12% | ? | -7 | 7% | -4% | 11 |
| CC(=O)O[C@]1(C(C)=O)CC[C@H]2[C@@H]3C=C(Cl)C4=CC(=O)CC[C@]4(C)[C@H]3CC[C@@]21C | ? | ? | 24&-7 | 12µM* | ? | 3&-4 |
| CC(C)C1=NN(C(=O)c2cccnc2)C(O)(C(F)(F)F)C1 (stereo unspecified) | 15% | 36%[activator] | -4 | 30% | -2% | -1 |

| SMILES | HCV inhibitor | Pf growth 96h | Shiga inhibitor | Pf growth 48h | Giardia FBPA inh | CHX counter |
| --- | --- | --- | --- | --- | --- | --- |
| O=C(NNC1=NCCC1)C1CC1 | 23% | 14% | -20 | 4% | -4% | -5 |
| COC(=O)C(CC(C)C)NS(=O)(=O)c1ccccc1Br (stereo unspecified) | / | / | 8 | / | -2% | 14 |
| COCCNC(=O)c1cc(C)ccc1C | 19% | -23% | -5 | -3% | 4% | -2 |
| COc1cc2[nH]c(C(=O)N3CCC4(CC3)OCCO4)cc2c(OC)c1OC | -2% | -29% | 3 | -21% | / | 5 |
| O=C(Nc1ccc(NC(=O)c2cccs2)c(Cl)c1)c1cccs1 | 11µM* | ? | 50* | -13% | -4% | 43* |
| Cc1ccccc1C(=O)N(Cc1nc2ccccc2c(=O)[nH]1)C1CCCC1 | 4% | -19% | -10 | ? | 3% | -2 |
| CCOc1ccc(OCC)c(S(=O)(=O)N2CCC(C)CC2)c1 | 14% | ? | -15 | / | 0% | -2 |
| COc1ccc(S(=O)(=O)N(CC(=O)N/N=C/c2cccs2)c2cc(C)cc(C)c2)cc1OC | -22% | ? | 25 | ? | -6% | 0 |
| CC(=O)c1ccc(N2C(=NC(=O)CCC3CCCC3)SC3CS(=O)(=O)CC32)cc1 (stereo unspecified) | 1% | 5% | -1 | 3% | -5% | -3 |
| CCC1CCCCN1CC(=O)Nc1cc(OC)c(OC)cc1C#N (stereo unspecified) | 10% | 81%[activator] | -3 | -8% | 2% | -3 |
| S=c1nc[nH]c2c1[nH]c1ccccc12 | 19% | 9% | -5 | 14% | ? | -1 |
| CCOC(=O)CNC(=O)C1(/C=C/c2ccccc2)CC(=O)N1c1ccc(OC)cc1 (stereo unspecified) | 22% | ? | -7 | 10µM* | 14% | -4 |

| SMILES | HCV inhibitor | Pf growth 96h | Shiga inhibitor | Pf growth 48h | Giardia FBPA inh | CHX counter |
| --- | --- | --- | --- | --- | --- | --- |
| CN(C)S(=O)(=O)c1cccc(C(=O)Nc2cc(Cl)ccc2O)c1 | ? | -28% | 34 | ? | -10% | 40* |
| COc1ccc(NC(=O)CSc2nnc(Cn3c(=O)sc4ccccc43)n2C)c(OC)c1 | ? | 7% | -4 | 9% | 1% | -2 |
| O=C1CCCC(O)=C1Sc1ccccc1C(=O)O | 16% | -18% | 11 | 33%[activator] | -8% | 4 |
| O=C(NCc1ccc(F)cc1)C1CC(=O)N(C2CCCC2)C1 (stereo unspecified) | 23% | -12% | / | -10% | / | / |
| Cc1cc(C)c(OCCCNC2CCCC2)c(Br)c1 | -22% | ? | -4 | ? | ? | 1 |
| CC1CCCN(C(=O)C2CCN(C(=O)Nc3ccccc3)CC2)C1 (stereo unspecified) | 14% | ? | / | -8% | / | / |
| Cc1ccc(S(=O)(=O)N2CCC(C(=O)NCC3CC3)CC2)cc1 | 2% | 0% | -12 | 5.9µM* | 12% | 2 |
| CC1CCN(c2ccc(NC(=O)c3cccnc3)cc2)CC1 | ? | 8% | 55* | -5% | -18% | 33* |
| CCn1c(CNC(=O)C23CC4CC(CC(C4)C2)C3)nnc1SC | 16% | ? | -2 | ? | 2% | -6 |
| CCN(C(=O)COC(=O)/C(=C/c1ccccc1)n1nnnc1C)C1CCCCC1 | ? | ? | / | ? | / | / |
| CC(C)(C)CN1CCC(n2nccc2NC(=O)c2ccccc2Cl)CC1 | 9% | -13% | -11 | -19% | -10% | 10 |
| O=C(NNC(=O)C1CCN(S(=O)(=O)c2ccc(Cl)cc2)CC1)c1ccccc1 | -5% | 25% | -11 | 29% | 9% | 1 |

| SMILES | HCV inhibitor | Pf growth 96h | Shiga inhibitor | Pf growth 48h | Giardia FBPA inh | CHX counter |
| --- | --- | --- | --- | --- | --- | --- |
| Cc1cc2c(C)nc3ccccc3c2o1 | 11µM* | 3% | 14 | 35%[activator] | 1% | 1 |
| CC1CC(C)CN(C(=O)c2ccc3c(c2NCCO)C(=O)c2ccccc2C3=O)C1 (stereo unspecified) | ? | / | -6 | / | -8% | -4 |
| O=C(CSc1nc2sc3c(c2c(=O)n1-c1ccccc1)CCCC3)NCc1ccco1 | 1% | ? | -12 | -6% | 4% | -3 |
| COC(=O)c1ccccc1C(=O)c1ccc2c(c1)NC(=O)CO2 | -16% | 26% | 25 | 4% | ? | -1 |
| COC(=O)C1=C(C)N(Cc2ccccc2)C(=NCc2ccc3c(c2)OCO3)N[C@H]1c1ccccc1 | ? | ? | -4 | 18% | -5% | 1 |

Hits appear at their usual frequency (roughly 24% active in at least one column).
